Assay outcomes as filed in PubChem.
Tau fil binding: binders of human tau filaments | Potency, µM (highest dose often 57.1 µM), for the others: top-dose activity change, negative = inhibition | P10636 | recombinant tau filaments, thioflavin S fluorescence, 15 h; filaments grown with octadecylsulfate alongside compound | 2% of 71,000 active;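 also: potency is read from the fitted curve at half-maximal effect; % is scaled to controls: 0 for no effect and ±100 for the full control effect; actives lower thioflavin S fluorescence by blocking filaments or displacing dye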
Target sequence (P10636 whole entry, looked up): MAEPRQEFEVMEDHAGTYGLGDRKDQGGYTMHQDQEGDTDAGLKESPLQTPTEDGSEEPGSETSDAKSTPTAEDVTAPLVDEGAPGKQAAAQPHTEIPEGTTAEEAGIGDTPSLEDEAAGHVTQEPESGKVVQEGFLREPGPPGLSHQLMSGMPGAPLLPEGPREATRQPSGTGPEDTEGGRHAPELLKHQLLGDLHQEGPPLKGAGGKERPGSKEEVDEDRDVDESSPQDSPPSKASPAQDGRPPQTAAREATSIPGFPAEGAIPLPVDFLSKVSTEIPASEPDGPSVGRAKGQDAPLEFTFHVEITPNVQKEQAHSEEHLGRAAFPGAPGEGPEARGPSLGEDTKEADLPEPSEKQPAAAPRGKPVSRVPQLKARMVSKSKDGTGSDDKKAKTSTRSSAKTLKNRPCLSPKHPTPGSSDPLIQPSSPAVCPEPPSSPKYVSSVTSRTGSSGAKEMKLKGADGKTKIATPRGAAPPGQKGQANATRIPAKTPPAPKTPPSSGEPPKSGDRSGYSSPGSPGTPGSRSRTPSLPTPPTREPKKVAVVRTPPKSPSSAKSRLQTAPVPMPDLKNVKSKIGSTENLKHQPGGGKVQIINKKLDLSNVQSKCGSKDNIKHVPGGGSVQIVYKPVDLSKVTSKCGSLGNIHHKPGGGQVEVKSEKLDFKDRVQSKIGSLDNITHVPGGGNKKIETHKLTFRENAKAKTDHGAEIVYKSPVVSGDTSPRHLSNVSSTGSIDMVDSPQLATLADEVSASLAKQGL
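His-tagged recombinant human tau (exons 2, 3, 10; 1 uM final) fibrillized with 30 uM sodium octadecylsulfate, 15 h at 37 C, in pH 7.4 HEPES buffer with 10 uM thioflavine S and 5 mM DTT. Reduced ThS fluorescence (450/510 nm) marks activity.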
BRCT inh red: inhibitors of human BRCA1 BRCT-phosphoprotein interaction (red fluorophore); 0.03% of 75,000 active; P38398; Potency, µM (titrated, usually from 76.9 µM), for inactives: at the highest dose activity change, negative = inhibition, hits mostly inhibitors; BRCT-phosphopeptide binding, red fluorescence polarization; also: % is scaled to controls: 0 for no effect and ±100 for the full control effect
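Rhodamine-labelled pBACH1 10-mer (100 nM) bound to BRCT domain (100 nM) at pH 7.3; compounds incubated 12 min room temperature, polarization read. Free peptide defines full inhibition; unlabelled decapeptide titrated as control.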
Casp1 inh: allosteric or competitive inhibitors of human caspase-1; 0.03% of 75,000 active; Caspase-1 enzyme, Ac-WEHD-AFC fluorogenic rate; Potency, µM (doses to about 57.5 µM), without a hit: top-dose activity change, negative = inhibition, hits mostly inhibitors; P29466;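 also: potency is read from the fitted curve at half-maximal effect; plate controls were vehicle for no effect and no substrate for full effect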
Target sequence (P29466 120-297 limits assumed): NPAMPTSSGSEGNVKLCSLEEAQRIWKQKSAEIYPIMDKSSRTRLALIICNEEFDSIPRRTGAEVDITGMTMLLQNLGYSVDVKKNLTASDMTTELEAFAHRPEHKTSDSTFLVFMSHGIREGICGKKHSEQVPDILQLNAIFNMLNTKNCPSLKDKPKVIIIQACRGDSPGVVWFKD
Target sequence (P29466 317-404 limits assumed): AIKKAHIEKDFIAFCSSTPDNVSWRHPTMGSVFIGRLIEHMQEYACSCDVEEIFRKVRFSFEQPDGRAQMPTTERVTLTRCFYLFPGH
CRE-bla Fsk: CRE-bla signaling modulation under forskolin stimulation | CHO CRE-bla reporter (cAMP response element driving beta-lactamase), forskolin EC10, beta-lactamase ratio | Potency, µM (series often up to 38.2 µM), for inactives: at the highest dose activity change, negative = inhibition, usual class: activators | 2.5% of 71,000 active | AID 662; active = well fitted activation curve with a large enough effect in the signal ratio, with a control signal flat, not every such curve was filed as active; inconclusive = small, poorly fitted or top-dose-only effect, or effect the other way, or a change in a side signal; the % refers to the signal ratio; also: potency is read from the fitted curve at half-maximal effect; % of control where 0% means no effect
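The 460nm/530nm emission ratio after CCF4 loading defined %Activity, from which AC50 values were obtained. CRE-bla CHO cells received compound dilution series together with an EC10 level of NKH 477 for 3 hours at 37 degrees Celsius.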
BRCT inh green: inhibitors of human BRCA1 BRCT-phosphoprotein interaction (green fluorophore). P38398. BRCA1 BRCT-phosphopeptide binding, green fluorescence polarization. Potency, µM (titrated, usually from 76.9 µM), without a hit: at the top dose activity change, negative = inhibition, most hits filed as inhibitors. 0.05% of 75,000 active. AID 875;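 also: potency is read from the fitted curve at half-maximal effect; plate controls were peptide without protein for full effect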
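Compounds were incubated for 12 min at room temperature with a complex of 100 nM fluorescein-tagged pBACH1 decapeptide and 250 nM His-tagged BRCT protein. Buffer was phosphate pH 7.3 with EDTA, DTT and Tween 20. Disruption of binding lowers the polarization signal.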
HEK293 cAMP cs: parental HEK293 cAMP activation (counter-screen); parental HEK293 CNG cAMP sensor, membrane potential fluorescence; Potency, µM (series often up to 57.1 µM), for inactives: at the highest dose activation, actives largely listed as activators; 2.5% of 73,000 active; also: potency is read from the fitted curve at half-maximal effect; % of control where 0% means no effect; nearly all actives have a fitted effect of over 55% in size
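Parental HEK 293 cells stably expressing a modified CNG channel (no TSHR) report cAMP rise as membrane depolarization. Membrane potential dye with 100 uM RO 20-1724 was loaded for 60 min at room temperature, then compound added for 30 min; fluorescence read at 590 nm.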
Luciferase inh: blocks Photinus pyralis firefly luciferase activity; P08659; purified firefly luciferase, luminescence, 8 min; Potency, µM (doses to about 57.1 µM), for the others: at the top dose activity change, negative = inhibition, usual class: inhibitors; 2.2% of 72,000 active; AID 411; also: potency is read from the fitted curve at half-maximal effect; % is scaled to controls: 0 for no effect and ±100 for the full control effect; nearly all actives have a fitted effect of over 40% in size
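Titration-based qHTS; buffer 50 mM imidazole pH 7.2, 50 mM KCl, 7 mM MgCl2, 10 uM ATP, 0.01% Tween 20, 0.05% BSA; luciferase/luciferin detector mix added after compound; 8 min, ambient; luminescence.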
ERK AVP inh: vasopressin-driven ERK pathway inhibition. AID 995. 0.99% of 72,000 active. Potency, µM (series often up to 57.5 µM), for the others: at the highest dose activity, negative = inhibition, hits mostly inhibitors. HEK293-V1b, vasopressin-stimulated pERK AlphaScreen; also: potency is read from the fitted curve at half-maximal effect; % is scaled to controls: 0 for no effect and ±100 for the full control effect; nearly all actives have a fitted effect of over 55% in size
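HEK293 cells stably expressing V1b receptor, seeded overnight in 1% FBS, were treated with compounds for 30 min at 37C, then stimulated 5 min with 25 nM vasopressin; phospho-ERK read by AlphaScreen SureFire after lysis.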
Caspase-7 inhib: allosteric or competitive inhibitors of human caspase-7 | P55210 | Potency, µM (highest dose often 57.5 µM), for the others: at the highest dose activity change, negative = inhibition, most hits filed as inhibitors | 0.02% of 75,000 active | recombinant caspase-7, Ac-DEVD-AFC fluorescence rate; active = well fitted inhibition curve with a large enough effect in the main read-out, with a control signal flat, not every such curve was filed as active; inconclusive = small, poorly fitted or top-dose-only effect, or a change in a side signal; also: potency is read from the fitted curve at half-maximal effect; % of control where 0% means no effect
USP2a inh: USP2a (human) protease inhibition. O75604. USP2a enzymatic assay, qHTS inhibition. Potency, µM (highest dose often 38.3 µM), for inactives: at the highest dose activity change, negative = inhibition, most hits filed as inhibitors. 0.1% of 60,000 active;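 also: potency is read from the fitted curve at half-maximal effect; nearly all actives have a fitted effect of over 60% in size; plate controls were DMSO for no effect and NEM full inhibition control for full effect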
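Inhibition is measured in a cell-free coupled assay with 20 nM USP2 core, 20 nM Ub-PLA2 and 20 uM NBD C6-HPC, 2.5 h incubation. Activity normalized to NEM control.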
A350 fluor: compound fluoresces in the Alexa 350 spectral region; 11% of 59,000 active; max dye-equivalent concentration, M; Compound autofluorescence, 340/450 nm, Alexa 350 dye-equivalents; active compounds read high; in the data active = max dye-equivalent concentration above about 10 nM; inconclusive = mostly about 1.1 nM to 9.6 nM
Active calls of the source: *; i = inactive; ? = inconclusive; nt = not tested or not shown; [ ] = another dose, or the depositor's remark. Unless noted, calls follow the shape of the dose curve; as a rule, active = well fitted curve in the direction sought with a large enough effect; inconclusive = small, poorly fitted or top-dose-only effect, or another doubt; inactive = no such curve, though single readings can be large; an effect the other way counts as inactive or inconclusive.

1. Cc1ccc(NC(=O)C2CCCN(S(=O)(=O)c3c(C)noc3C)C2)nc1 (stereo unspecified)
2. Cc1ccccc1-c1nc(N(C)C)c2ccccc2n1
3. Cc1ccc(S(=O)(=O)NC(=O)COc2ccccc2C(N)=O)cc1
4. CCCC(c1nnnn1C1CCCC1)N1CCN(c2ccccc2F)CC1 (stereo unspecified)
5. COc1ccc(C2(C(=O)NCCCN(C)C)CCOCC2)cc1
6. Cc1cccc(C)c1N(CC(=O)Nc1cccc(N(C)S(C)(=O)=O)c1)S(C)(=O)=O
screen / no.	1	2	3	4	5	6
Tau fil binding	5%	-7%	5%	-5%	-1%	2%
BRCT inh red	-0.4%	-0.8%	-0.1%	-0.4%	0.5%	-1.7%
Casp1 inh	-1%	-3%	4%	-3%	4%	1%
CRE-bla Fsk	-5%	?	-6%	-5%	1%	5%
BRCT inh green	0.2%	2.7%	-0.8%	-0.9%	-3.6%	-1.2%
HEK293 cAMP cs	8%	?	0%	5µM*	5%	-8%
Luciferase inh	2%	1%[2.29 µM]	0%	1%	-10%	-2%
ERK AVP inh	9%	?	-2%	17%	-13%	-21%
Caspase-7 inhib	-1%	-6%	1%	-3%	0%	-2%
USP2a inh	8%	-25%	-2%	nt	nt	2%
A350 fluor	i	i	i	?	nt	i

7. O=C(O)c1ccc(-n2c(-c3ccccc3)n[nH]c2=S)cc1
8. COc1cc(S(=O)(=O)N2CCN(c3ccccc3)CC2)ccc1Cl
9. CCCOc1ccc2ccccc2c1/C=N/n1cnnc1
10. O=c1ccc2cc3ccoc3cc2o1
11. CCSc1cc(C2C(C(=O)OC)=C(C)NC3=C2C(=O)CCC3)c(C)o1 (stereo unspecified)
12. Cc1cnc(CNc2ncnc3ccc(-c4ccc(C(=O)N(C)C)cc4)cc23)cn1
screen / no.	7	8	9	10	11	12
Tau fil binding	-5%	29%	13%[11.4 µM]	?	10%	-6%
BRCT inh red	0.5%	1.3%	-3.0%	0.4%	0.5%	-2.8%
Casp1 inh	2%	-3%	-2%	-2%	0%	-1%
CRE-bla Fsk	-6%	-5%	1µM*	15%	-11%	16%
BRCT inh green	-0.6%	-2.3%	1.9%	1.9%	-0.6%	0.4%
HEK293 cAMP cs	9%	1%	?	2%	13%	-5%
Luciferase inh	-1%	0%	1%	2%[11.4 µM]	-1%	0%[2.29 µM]
ERK AVP inh	-15%	17%	-27%	-8%	-16%	-26%
Caspase-7 inhib	0%	-2%	1%	3%	-2%	-3%
USP2a inh	-3%	4%	5%[7.66 µM]	nt	1%	73%[activator]
A350 fluor	i	nt	nt	2e-08M*	?	?

Quoted from above: nos. 6 to 7
6. Cc1cccc(C)c1N(CC(=O)Nc1cccc(N(C)S(C)(=O)=O)c1)S(C)(=O)=O
7. O=C(O)c1ccc(-n2c(-c3ccccc3)n[nH]c2=S)cc1
screen / no.	6	7
Tau fil binding	2%	-5%
BRCT inh red	-1.7%	0.5%
Casp1 inh	1%	2%
CRE-bla Fsk	5%	-6%
BRCT inh green	-1.2%	-0.6%
HEK293 cAMP cs	-8%	9%
Luciferase inh	-2%	-1%
ERK AVP inh	-21%	-15%
Caspase-7 inhib	-2%	0%
USP2a inh	2%	-3%
A350 fluor	i	i

Additional records follow.
13. COC(=O)c1ccccc1NS(=O)(=O)c1ccc(F)cc1
14. COc1ccc(-c2nnc3sc(-c4cccs4)nn23)cc1OC
15. O=C(CCCCCN1C(=O)CCC1=O)Nc1ccc2c(c1)OCCO2
16. COc1ccc(Br)cc1CNC(=O)CCc1nc(-c2ccccc2F)no1
17. Cc1ccccc1NC(=O)c1c(O)c2cccc3c2n(c1=O)CCC3
18. Cc1cc(NC(=O)Cn2c(=O)n(Cc3ccccc3)c(=O)c3ccccc32)no1
screen / no.	13	14	15	16	17	18
Tau fil binding	-6%	16%	-1%	8%	14%	143%
BRCT inh red	0.0%	-1.9%	0.6%	-1.6%	0.4%	-0.5%
Casp1 inh	1%	-1%	0%	1%	1%	1%
CRE-bla Fsk	2%	2.5µM*	1%	-29%	?	5%
BRCT inh green	-1.1%	1.3%	-2.9%	-3.6%	-1.8%	0.0%
HEK293 cAMP cs	9%	17%	4%	?	0%	-1%
Luciferase inh	2%	0%	-9%	1%	2%	0%
ERK AVP inh	-2%	?	-17%	26%	-3%	11%
Caspase-7 inhib	2%	1%	0%	0%	-1%	0%
USP2a inh	-1%	12%	-2%	8%	-1%	2%
A350 fluor	i	2.1e-08M*	i	i	8.7e-08M*	i

19. CCOC(=O)N1CCC(C(=O)Nc2ccc(OCC)cc2)CC1
20. CC(C)N1C(=O)CCC1C(=O)NCc1ccccc1Cl (stereo unspecified)
21. CCc1ccc(C(=O)CSc2ncn[nH]2)cc1
22. O=C(Nc1cccc(NC(=O)N2CCN(c3ccccc3)CC2)c1)N1CCN(c2ccccc2)CC1
23. Cc1ccc(-c2nc(-c3cccnc3)no2)cc1
24. Cc1cc2c(c(N3CCOCC3)n1)C(=O)OC2
screen / no.	19	20	21	22	23	24
Tau fil binding	-19%	-2%	5%	-4%	18%	9%
BRCT inh red	-0.6%	-0.2%	-3.2%	-0.9%	-1.1%	0.4%
Casp1 inh	0%	-3%	1%	-3%	0%	2%
CRE-bla Fsk	-1%	0%	-9%	?	?	12%
BRCT inh green	-2.9%	-0.8%	0.7%	-1.6%	-0.5%	-0.9%
HEK293 cAMP cs	8%	22%	4%	-11%	8%	-3%
Luciferase inh	-1%	-3%	-9%	-3%	13µM*	-1%
ERK AVP inh	-9%	-7%	23%	?	-9%	-6%
Caspase-7 inhib	0%	1%	1%	-1%	1%	2%
USP2a inh	nt	nt	0%	37%[activator]	6%	-6%
A350 fluor	nt	nt	i	i	i	1.7e-08M*

25. O=C(c1cn(-c2ccccc2)nc1-c1cccs1)N1CCN(c2ccccn2)CC1
26. O=C(CN(c1ccccc1F)S(=O)(=O)c1ccccc1)N1CCCCCC1
27. COc1ccc(C(=O)NCC(C)CN(C)C)cc1 (stereo unspecified)
28. CCn1c(C)nc2cc(S(=O)(=O)N3CCCC3)ccc21
29. CCOC(=O)c1cc(NC(=O)c2cccnc2)cc(C(=O)OCC)c1
30. CC(C)C(=O)Nc1nnc(SCC(=O)NCc2cccs2)s1
screen / no.	25	26	27	28	29	30
Tau fil binding	15%	4%[11.4 µM]	3%	-2%	6%	-2%
BRCT inh red	-5.0%	-0.1%	0.4%	-0.4%	-0.2%	1.0%
Casp1 inh	-2%	-2%	-1%	-4%	0%	-2%
CRE-bla Fsk	-8%	?	4%	1%	28%	-4%
BRCT inh green	-0.4%	0.4%	-1.1%	-1.2%	-0.2%	1.7%
HEK293 cAMP cs	7%	?	7%	10%	2%	3%
Luciferase inh	25µM*	-1%	5%	-1%	-1%	-4%
ERK AVP inh	?	-5%	-2%	-24%	2%	-2%
Caspase-7 inhib	-1%	2%	-1%	2%	-5%	0%
USP2a inh	15%	6%[7.66 µM]	-7%	1%	16%	nt
A350 fluor	i	nt	i	nt	i	i

Full records as entered above.
CCn1c(C)nc2cc(S(=O)(=O)N3CCCC3)ccc21 across the screens: Tau fil binding = -2%; BRCT inh red = -0.4%; Casp1 inh = -4%; CRE-bla Fsk = 1%; BRCT inh green = -1.2%; HEK293 cAMP cs = 10%; Luciferase inh = -1%; ERK AVP inh = -24%; Caspase-7 inhib = 2%; USP2a inh = 1%; A350 fluor = nt
O=C(CN(c1ccccc1F)S(=O)(=O)c1ccccc1)N1CCCCCC1 across the screens: Tau fil binding = 4%[11.4 µM]; BRCT inh red = -0.1%; Casp1 inh = -2%; CRE-bla Fsk = ?; BRCT inh green = 0.4%; HEK293 cAMP cs = ?; Luciferase inh = -1%; ERK AVP inh = -5%; Caspase-7 inhib = 2%; USP2a inh = 6%[7.66 µM]; A350 fluor = nt

(further entries)
31. CC(=O)NCCNc1ccnc(-c2ccccc2C)n1
32. O=C(c1ccc(F)cc1)C1CCN(C(=O)NCc2ccccc2)CC1
33. C/C=C/CSc1nc2c(c(=O)[nH]c(=O)n2C)n1C(C)C
34. O=C(Nc1ccc(S(=O)(=O)N2CCCCC2)cc1)c1ccncc1
screen / no.	31	32	33	34
Tau fil binding	-7%	5%	-17%	-5%
BRCT inh red	-0.4%	0.4%	-0.8%	2.5%
Casp1 inh	0%	7%	-2%	-1%
CRE-bla Fsk	-6%	4%	?	13%
BRCT inh green	0.0%	2.2%	2.0%	-0.4%
HEK293 cAMP cs	19%	2%	5%	6%
Luciferase inh	1%[2.29 µM]	-1%	0%	-2%
ERK AVP inh	?	-24%	-25%	-29%
Caspase-7 inhib	-2%	0%	2%	0%
USP2a inh	14%	7%	nt	3%
A350 fluor	i	i	2e-08M*	i

Not a hit list. Share with any hit: about 16%.
